Screening results as filed in PubChem.
T cell modulator: T cell immune modulators affecting CD8 T cell-vesicle binding | 2C CD8+ T cell-vesicle binding, flow cytometry; active compounds read low | actives 0.068% (n = 330,000) | calls only at 7 µM;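 active = response, share of CD8 T cells binding vesicles, and their 90th percentile fluorescence all below set limits, cut at about 80% in these data, passing the limit was not always enough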
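material = purified 2C TCR transgenic mouse naive CD8+ T cells | controls = Unloaded micro-vesicles (low), QL9 vesicles with 0.7% DMSO (high) | detection = cytometric PE anti-B7-1 and Alexa647 anti-CD8 signals after 1% paraformaldehyde fixation | incubation = binding step 1.5 h, 37 °C, antibody labelling 20 min, ice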
MgcRacGAP inhibition: MgcRacGAP GTPase-activating activity inhibitors, confirmation, biochemical, ADP Hunter fluorescence; MgcRacGAP-stimulated Rac1 GTP hydrolysis, ADP Hunter fluorescence; higher % means a stronger effect; GST-tagged Rac1 F28L mutant substrate; inhibition, % at 30 µM; hits with a dose series show IC50 in µM; actives 0.6% (n = 340,000); AID 624330;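 active = first-screen hits whose inhibition reached a set limit at any dose in the follow-up dose series; inconclusive = inhibition above the set first-screen limit but never retested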;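 note: fluorescence reports GDP produced by GAP-driven GTP hydrolysis; strong numbers were not always called active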
Lipid droplet: hepatic lipid droplet formation modulation; inhibition, % at 6.5 µM; AML12 mouse hepatocytes, oleate lipid droplets, BODIPY imaging; actives 0.4% (n = 240,000);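 active = lipid droplet intensity inhibited by at least 50%, with more than 500 cells counted; inconclusive = wells with under 300 cells, treated as cytotoxic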
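System: AML12 hepatocytes (mouse). Probe or stimulus: oleic acid at 100 µM to induce lipid droplet formation. Times: overnight treatment with compound plus oleate. Detection: Image-based BODIPY and DAPI two-channel analysis. Evaluation: percent inhibition of filter-corrected integrated lipid droplet intensity per well.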
GPR55 activation: GPR55 agonists via beta-arrestin recruitment, primary screen, imaging, U2OS cells, beta-arrestin-GFP redistribution (AID 1961) | U2OS GPR55 beta-arrestin-GFP redistribution imaging; higher % means a stronger effect | activation, % at 10 µM; hits with a dose series show EC50 in µM | actives 0.048% (n = 290,000);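 active = activation above 40% with more than 50 cells counted in the well; inconclusive = wells holding fewer than 50 cells, flagged as toxic or sparse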;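 note: U2OS osteosarcoma cells stably expressing GPR55 and beta-arrestin-GFP; plate controls were DMSO negative control for no effect and LPI positive control for full effect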
GPR35 arrestin U2OS: inhibition of zaprinast-stimulated GPR35 beta-arrestin translocation – imaging, U2OS, beta-arrestin-GFP, zaprinast agonist, primary screen (AID 2058); one-dose inhibition, % at 10 µM; IC50 in µM for titrated hits; actives 0.052% (n = 290,000); U2OS GPR35 beta-arrestin-GFP translocation imaging, zaprinast antagonism; higher % means a stronger effect;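 active = inhibition of at least 50% with at least 30 cells and total cytoplasm GFP at most 10,000,000; inconclusive = under 30 cells or total GFP of 10,000,000 plus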
GPR55 antagonists: GPR55 antagonists blocking LPI-driven arrestin recruitment, primary screen, imaging, U2OS, beta-arrestin-GFP, LPI agonist (AID 2013) | U2OS GPR55 beta-arrestin-GFP translocation imaging, LPI antagonism; higher % means a stronger effect | inhibition, % at 10 µM, or IC50 in µM where a hit was titrated | actives 0.13% (n = 290,000);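 active = spots per cell inhibited over 60%, with over 100 cells counted and total cytoplasm intensity under 500,000; inconclusive = wells with under 100 cells, flagged as likely toxic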;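 note: U2OS cells stably carrying GPR55 and arrestin-GFP stimulated by 5 µM LPI near EC80; imaged beta-arrestin-GFP aggregate spots per cell after agonist stimulation; plate controls were LPI-stimulated DMSO wells for no effect and DMSO wells without LPI for full effect; some results filed as inactive read as strong as hits; confirmed hits need IC50 under 10 µM and bright autofluorescent wells are also inconclusive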
NTR1 agonist: agonists of NTR1, primary screen, imaging, U2OS cells, beta-arrestin-GFP, high content (AID 493036); P30989; NTR1-U2OS beta-arrestin-GFP spot imaging, agonist mode; activation, % at 20 µM; actives 0.17% (n = 330,000);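 active = activation at or above 40% of the spot to cytoplasm intensity ratio, with at least 20 cells analyzed; inconclusive = wells under 20 cells, flagged as cytotoxic or low count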;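 note: 0% = DMSO without peptide and 100% = 100 nM NTR1 peptide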
Target sequence (P30989 whole entry, looked up): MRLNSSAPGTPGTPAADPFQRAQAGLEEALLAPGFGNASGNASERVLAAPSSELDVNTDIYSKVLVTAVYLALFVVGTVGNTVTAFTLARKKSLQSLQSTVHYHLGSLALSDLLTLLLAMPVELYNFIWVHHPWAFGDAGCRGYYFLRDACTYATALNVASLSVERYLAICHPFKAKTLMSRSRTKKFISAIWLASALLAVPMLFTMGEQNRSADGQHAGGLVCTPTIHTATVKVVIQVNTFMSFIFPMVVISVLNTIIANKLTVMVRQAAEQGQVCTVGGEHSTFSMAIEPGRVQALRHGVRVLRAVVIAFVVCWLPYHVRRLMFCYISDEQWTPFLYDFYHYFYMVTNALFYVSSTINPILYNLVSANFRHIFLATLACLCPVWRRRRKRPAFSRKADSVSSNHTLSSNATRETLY
LYP phosphatase: PTPN22 lymphoid phosphatase activity blockers – biochemical, fluorescence intensity, uHTS (AID 1779). recombinant LYP phosphatase, fluorescence intensity; higher % means a stronger effect. inhibition, % at 11.5 µM; hits with a dose series show IC50 in µM. actives 0.054% (n = 290,000); in the data active = inhibition above about 50%;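 note: plate controls were vehicle with enzyme for no effect and no enzyme for full effect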
Large T inhibition: TAg ATPase/helicase activity blockers – biochemical (AID 1903). actives 0.39% (n = 310,000). inhibition, % at 20 µM, or IC50 in µM where a hit was titrated. SV40 large T antigen ATPase/helicase inhibition assay; higher % means a stronger effect; in the data active = a potency from the dose series; inconclusive = inhibition mostly from about 32% at the one dose, without a potency; inactive = the rest, 99 in 100 with inhibition below about 32%; note: strong numbers were not always called active
Lipid droplet cells 6.5 µM: second read-out of Lipid droplet, no call of its own (marks repeat the call); cell count; measured here: cell count, cytotoxicity flag;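 cells counted across two imaged fields per well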
T cell modulator vesicle-bound %: also measured in T cell modulator; calls as there; double positive events, %; measured here: CD8+ vesicle-bound cell fraction;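 binding gate set so that unloaded-vesicle control wells show 10% double positive cells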
NTR1 agonist cell count 20 µM: second read-out of NTR1 agonist, no call of its own (marks repeat the call); cell count; measured here: cell count, cytotoxicity flag
* hit, by the source's call; i = inactive; ? = inconclusive; / = not tested or not shown. Compounds were not picked by outcome; 1.8% or so of the library scored in one or more.

SMILES	T cell modulator	T cell modulator vesicle-bound %	MgcRacGAP inhibition	Lipid droplet	Lipid droplet cells 6.5 µM	GPR55 activation	GPR35 arrestin U2OS	GPR55 antagonists	NTR1 agonist	NTR1 agonist cell count 20 µM	LYP phosphatase	Large T inhibition
CC(C)C(C(=O)NCC1CCCO1)N(C(=O)CNS(=O)(=O)c1ccc(F)cc1)c1ccccc1 (stereo not given)	i	39	6%	-1	804	0.5%	-11%	-5%	-0.1	42	-4%	10%
COc1cc(NC(=O)Nc2ccccc2)c(OC)cc1NC(=O)CN1CCCCC1	i	15	8%	11	828	-0.2%	-4%	-18%	4.0	43	-7%	6%
C=C1CCN(c2ccc(C(=O)NCc3ccc(C)cc3)cc2[N+](=O)[O-])CC1	i	38	1%	-32	707	0.2%	3%	4%	2.1	87	-9%	14%
C/C(=N\NC(=O)CN(c1ccccc1Br)S(C)(=O)=O)c1cccs1	i	11	-2%	7	554	-0.1%	6%	5%	-0.8	39	-4%	3%
CC(C)CCNC(=O)CN(C(=O)CCC(=O)Nc1ccccn1)c1ccc2c(c1)OCCO2	i	51	3%	-1	740	0.1%	7%	5%	0.6	100	-3%	16%
COCCn1c(SCC(=O)Nc2ccc(F)cc2)nc2ccccc2c1=O	i	52	0%	-45	832	-0.3%	1%	-11%	-0.7	53	-8%	2%
CN(C)S(=O)(=O)N1CCC(Oc2cccc(C(=O)N3CCSCC3)c2)CC1	i	12	-1%	8	795	0.0%	-4%	17%	-0.3	69	-10%	21%
N#C/C(=C\c1c(Oc2ccccc2F)nc2ccccn2c1=O)C(=O)NC1CCS(=O)(=O)C1 (stereo not given)	i	48	9%	-6	860	-0.1%	8%	-8%	-1.2	38	-16%	10%
Cc1cccc(N(CC(=O)N2CCN(c3ccccc3F)CC2)S(C)(=O)=O)c1	i	31	-12%	-5	718	-0.2%	17%	-16%	0.3	35	-1%	5%
COCCn1c(N)c(Sc2ccc(C)cc2)c(=O)[nH]c1=O	i	34	0%	8	796	-0.1%	10%	-8%	0.0	53	-5%	5%
CC1=Nc2ccc(Br)cc2C(c2ccccc2)N1CC(=O)NN (stereo not given)	i	21	8%	0	703	-0.3%	4%	0%	1.0	31	-5%	6%
CC(=O)Nc1ccc(S(=O)(=O)N2CCC(c3nc4ccccc4[nH]3)CC2)cc1	i	42	-1%	-4	620	-0.1%	7%	-7%	0.8	48	-2%	15%
Cc1ccc(C(=O)NC(=S)N2CCN(c3ccccc3F)CC2)cc1	i	8	-5%	-12	674	-0.2%	-19%	12%	0.4	45	3%	4%
Cc1cccc(Cn2nc(-n3cccc3)c3c(C)cc(C)nc32)c1	i	23	4%	0	696	0.8%	-6%	19%	3.8	38	8%	6%
COC(=O)c1cc2n(n1)CCN(Cc1ccc(C)cc1)C2=O	i	19	4%	17	748	-0.2%	-12%	16%	0.7	53	-4%	3%
CC(=O)Nc1ccc(N(C(=O)c2ccco2)C(C(=O)NC2CCCC2)c2ccc(N(C)C)cc2)cc1 (stereo not given)	i	44	10%	-8	781	1.2%	-6%	-7%	2.4	53	-5%	7%
O=C(NN1C(=O)c2cc(Br)ccc2NC1c1cc(Br)cc(Br)c1O)c1ccncc1 (stereo not given)	i	45	4%	-22	658	0.8%	5%	18%	1.7	53	-6%	22%
O=C(Cn1c2ccc(F)cc2c2nc3n(c(=O)c21)CCS3)N1CCCC1	i	7	1%	-2	805	-0.1%	11%	2%	0.3	37	-11%	-15%
CCOC(=O)C1=C(COC(=O)CNC(=O)c2cc(OC)c(OC)c(OC)c2)NC(=O)NC1C (stereo not given)	i	18	-2%	/	/	/	/	/	1.0	59	/	16%
Cc1ccc(C2=NN(C(=O)C3CCCO3)C(c3ccco3)C2)cc1 (stereo not given)	i	62	9%	-1	749	-0.1%	-3%	10%	1.5	32	-3%	-1%
Cc1ccccc1NC(=O)c1sc(NC(=O)COc2ccccc2)c(C#N)c1C	i	42	8%	-6	612	0.3%	5%	6%	0.3	47	5%	10%
Cc1ccc(NC(=O)C2CCN(C(=O)c3ccco3)CC2)cc1	i	11	2%	-24	494	-0.1%	-2%	6%	0.2	21	-11%	12%
COC(=O)[C@H](Cc1ccccc1)NC(=O)NCC1CCCO1 (stereo not given in full)	i	40	6%	/	/	-0.1%	11%	8%	0.7	100	-15%	0%
COc1cc(OC)cc(C(=O)N[C@H](C(=O)Nc2nc(-c3ccc(OC)c(OC)c3)cs2)C(C)C)c1	i	36	10%	9	700	0.0%	-6%	-1%	4.6	43	6%	5%
O=C(O)C1=NN(c2ccccc2)C(=O)CC1	i	56	6%	7	885	-0.1%	-4%	21%	0.0	70	-6%	18%
CC1CCCC(C)N1C(=O)c1ccc(CS(=O)(=O)c2ccccc2)cc1 (stereo not given)	i	58	0%	-38	544	-0.2%	7%	1%	-0.1	59	-10%	21%
CCN1/C(=c2/s/c(=C3/C(=O)N(c4ccccc4)N=C3C)n(CC)c2=O)C=Cc2ccccc21	i	25	14%	/	/	/	/	/	0.4	55	/	-2%
CCN(CC)S(=O)(=O)N1CCC(C(=O)NCc2ccc3c(c2)OCO3)CC1	i	48	6%	-4	754	0.5%	6%	1%	2.8	90	-8%	5%
CCC1Oc2ccccc2N(CC(=O)NCCC2=CCCCC2)C1=O (stereo not given)	i	65	4%	/	/	-0.1%	-5%	-13%	0.4	56	-4%	22%
C/C(=N/OC(=O)C1CC1)c1cc(-c2ccc(Cl)cc2)no1	i	16	0%	-4	731	0.5%	2%	3%	2.2	44	-5%	46%
Cc1[nH]nc(Nc2ccc(Br)cc2)c1[N+](=O)[O-]	i	26	6%	-12	715	0.4%	15%	4%	2.5	61	-4%	?
CCS(=O)(=O)n1nc(-c2ccco2)nc1SC	i	37	6%	5	789	-0.2%	-1%	-3%	2.2	75	-8%	4%
CCn1c2ccccc2c2cc(NC(=O)C(=O)N3CCOCC3)ccc21	i	59	14%	-11	604	-0.1%	21%	11%	0.9	43	-4%	/
COc1ccc(Oc2c(C)oc3c(CN(C)C)c(O)ccc3c2=O)cc1	i	36	0%	/	/	0.0%	0%	8%	0.7	51	-14%	-4%
CC(Oc1ccc(Cl)cc1)c1ccnn1S(C)(=O)=O (stereo not given)	i	59	3%	-11	771	-0.1%	4%	-11%	-0.9	67	-6%	0%
O=C(Cc1cc(=O)[nH]c(=O)[nH]1)N1CCN(C(=O)c2ccco2)CC1	i	35	4%	27	772	0.0%	0%	-2%	-1.4	65	-2%	-4%
COc1ccc(C(C)(C)C)cc1S(=O)(=O)N1CCC(C(N)=O)CC1	i	32	1%	-3	637	0.5%	-9%	9%	1.2	48	-3%	6%
Cc1cccc(CC(=O)Nc2ccc(C(=O)N3CCOCC3)cc2)c1	i	17	6%	7	854	0.0%	4%	14%	0.5	71	-2%	11%
CCN1CCN(c2ccc(NC(=O)c3cccc(N4CCCC4=O)c3)cc2)CC1	i	23	7%	2	779	0.4%	4%	-1%	0.6	65	-4%	3%
COc1ccc(NC(=S)N(CCCOC(C)C)C2CCN(C(C)=O)CC2)cc1Cl	i	52	-4%	-5	810	0.5%	-13%	4%	-0.2	83	-7%	10%
Cc1[nH]c2ccccc2c1C(=O)CSc1ccc(Cl)cc1	i	49	9%	-1	704	-0.1%	-7%	1%	1.4	50	-3%	6%
O=S(=O)(c1cccs1)N1CCN(c2ccc(F)cc2)CC1	i	51	6%	9	755	0.2%	3%	17%	2.0	36	-11%	4%
CC(=O)c1cccc(N(CC(=O)N2CCOCC2)S(C)(=O)=O)c1	i	26	8%	6	813	-0.1%	-3%	-1%	2.4	49	-5%	1%
COc1cccc(N2CCN(C(=O)CN(C)S(=O)(=O)c3ccc4c(c3)CCC(=O)N4)CC2)c1	i	20	3%	/	/	-0.1%	4%	2%	-1.3	91	-8%	-6%
CCC1COCCS(=O)(=O)N1Cc1ccc(F)cc1 (stereo not given)	i	11	14%	-3	806	-0.2%	-2%	-12%	0.9	98	-10%	15%
CN(C)c1oc(-c2ccccc2[N+](=O)[O-])nc1C#N	i	30	-2%	-2	718	-0.1%	-10%	-3%	-0.2	41	-7%	30%
COc1ccc(C(C)NC(=S)NCc2ccc(F)cc2)cc1OC (stereo not given)	i	65	5%	25	757	-0.1%	-6%	7%	1.0	41	-8%	12%
O=C(O)CSc1cccc[n+]1[O-]	i	46	3%	9	691	0.0%	-3%	-2%	-1.2	81	0%	23%
COc1ccc(C(=O)/C=C/Nc2ccc(S(=O)(=O)Nc3nc(C)cc(C)n3)cc2)c(OC)c1	i	27	1%	2	726	-0.2%	14%	-1%	1.9	50	0%	0%
Cn1cc(Br)c(C(=O)Nc2sc3c(c2C#N)CCC3)n1	i	32	/	2	702	0.3%	-6%	-1%	0.5	41	-5%	11%
Cc1nnc(SCC(=O)N2CC(=O)Nc3ccccc32)s1	i	36	0%	-4	741	0.1%	13%	6%	0.1	42	-4%	9%
Clc1ccc(-c2nnc3sc(-c4ccco4)nn23)c(Cl)c1	/	/	/	2	779	0.6%	-1%	15%	/	/	1%	/
Cc1ccc2nc(CSc3nc(C)cc(C)c3C#N)[nH]c2c1	i	5	19%	/	/	-0.1%	-6%	-12%	3.5	78	2%	16%
COc1ccc(S(=O)(=O)N2CCCCC2)cc1C(=O)Nc1cc(C)on1	i	39	7%	12	689	-0.2%	4%	-2%	0.2	64	-10%	7%
CCC(C)(C)NC(=O)C(c1cccs1)N(C(=O)c1ccn[nH]1)c1ccccc1 (stereo not given)	i	61	1%	-1	726	0.0%	-3%	-6%	0.6	83	-7%	2%
